Compound activity (PubChem)
HCMV inh: blocks human cytomegalovirus replication; HFF cells, HCMV-luciferase reporter, 72 h; active compounds read low; activity change, negative = inhibition, % at 57.5 µM; hit rate 4.5% among 410,000; AID 1259415; in the data active = activity change below about -60%; inconclusive = no clear call, values can overlap the other calls; inactive = above about -39%
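Inhibition of viral replication was scored as loss of reporter luminescence in HFFs infected with HCMV-luciferase (MOI 1 PFU/cell) for 72 h; compounds tested at 2 doses, normalized to buffer and Salinomycin controls.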
LmPK inhibitor: blocks Leishmania mexicana pyruvate kinase activity. Q27686. purified LmPK, Kinase-Glo ATP luminescence, 1 h. Potency, µM (top dose mostly 57.5 µM), for inactives: top-dose activity change, negative = inhibition, hits mostly inhibitors. hit rate 0.37% among 290,000. AID 1721; also: potency is read from the fitted curve at half-maximal effect
Target sequence (Q27686 whole entry, looked up): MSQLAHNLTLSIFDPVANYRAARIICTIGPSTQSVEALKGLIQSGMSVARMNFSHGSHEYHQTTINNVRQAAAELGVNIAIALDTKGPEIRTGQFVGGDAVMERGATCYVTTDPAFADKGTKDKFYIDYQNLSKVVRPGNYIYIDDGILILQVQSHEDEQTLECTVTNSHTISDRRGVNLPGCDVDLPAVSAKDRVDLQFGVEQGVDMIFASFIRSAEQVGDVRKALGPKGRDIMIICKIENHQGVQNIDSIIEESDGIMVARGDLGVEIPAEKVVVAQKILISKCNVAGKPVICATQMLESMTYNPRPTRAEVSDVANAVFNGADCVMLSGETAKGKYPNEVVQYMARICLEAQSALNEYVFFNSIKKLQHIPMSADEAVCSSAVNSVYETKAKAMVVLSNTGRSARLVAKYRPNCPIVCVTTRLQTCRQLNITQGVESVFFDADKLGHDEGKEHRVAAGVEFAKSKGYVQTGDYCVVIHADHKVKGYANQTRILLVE
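0.1 nM LmPK, 0.5 mM PEP, 0.1 mM ADP; 50 mM imidazole pH 7.2, 7 mM MgCl2, 50 mM KCl; 1 h RT. Kinase-Glo luminescence readout, normalized to no-enzyme (full inhibition) and uninhibited wells.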
HCV inh: HCV inhibition; Huh7.5.1 HCVcc-Cre infection, luciferase reporter, 44 h; Potency, µM (titrated, usually from 41.8 µM), for inactives: at the highest dose activity change, negative = inhibition, most hits filed as inhibitors; hit rate 3.4% among 340,000; AID 651820; also: potency is read from the fitted curve at half-maximal effect
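Infectious HCVcc-Cre (~0.5 moi) was added to cells just after compound, with cells seeded 4 h earlier at 1,000 per well. Luciferase activity after 44 h culture reported infection; substrate was incubated 15 min at room temperature before reading.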
AMA1-RON2 inh: AMA1-RON2 (P. falciparum) interaction inhibition; AlphaScreen AMA1-biotinylated RON2 peptide binding; Potency, µM (titrated, usually from 58.2 µM), for inactives: at the highest dose activity change, negative = inhibition, usual class: inhibitors; hit rate 0.2% among 360,000;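 also: potency is read from the fitted curve at half-maximal effect; 0% = vehicle wells and -100% = peptide control; nearly all actives have a fitted effect of over 45% in size; some results filed as inactive show a strong effect at the top dose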
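AMA1 (3D7) with his tag at 25 nM final met compounds first, then biotinylated RON2 peptide at 25 nM; detection used donor plus acceptor beads, 10 µg/mL apiece, read by AlphaScreen after 30 min at room temperature.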
AmpC inh no detg: AmpC beta-lactamase inhibition without detergent; P00811; AmpC nitrocefin hydrolysis, absorbance 480 nm, 0.0001% Triton; Potency, µM (titrated, usually from 57.1 µM), without a hit: at the top dose activity change, negative = inhibition, most hits filed as inhibitors; hit rate 0.52% among 330,000; AID 485341;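 also: potency is read from the fitted curve at half-maximal effect; plate controls were no compound for no effect and no enzyme for full effect; nearly all actives have a fitted effect of over 20% in size; some results filed as inactive show a strong effect at the top dose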
Target sequence (P00811 whole entry, looked up): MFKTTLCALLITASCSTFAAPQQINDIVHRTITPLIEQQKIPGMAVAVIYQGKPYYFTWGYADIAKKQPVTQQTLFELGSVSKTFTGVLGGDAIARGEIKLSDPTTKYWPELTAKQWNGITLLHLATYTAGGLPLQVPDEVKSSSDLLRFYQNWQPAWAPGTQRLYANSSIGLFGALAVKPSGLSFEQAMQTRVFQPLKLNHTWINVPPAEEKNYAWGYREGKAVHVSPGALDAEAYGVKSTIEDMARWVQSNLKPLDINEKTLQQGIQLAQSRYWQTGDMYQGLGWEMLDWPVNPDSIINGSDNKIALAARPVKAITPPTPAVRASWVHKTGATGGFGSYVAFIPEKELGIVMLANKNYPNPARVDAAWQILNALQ
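AmpC (5.3 nM in the dispensed reagent) in 20 mM phosphate pH 7.0 with 0.01% (detergent screen) or 0.0001% Triton X-100 was preincubated with compounds for 15 min at room temperature. Nitrocefin was then added from an 800 uM solution, and hydrolysis was followed at 480 nm.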
AmpC detergent: AmpC beta-lactamase inhibition with detergent present; P00811; AmpC hydrolysis of nitrocefin, absorbance 480 nm, 0.01% Triton; Potency, µM (titrated, usually from 114 µM), without a hit: at the highest dose activity change, negative = inhibition, most hits filed as inhibitors; hit rate 0.041% among 370,000; AID 485294;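 also: potency is read from the fitted curve at half-maximal effect; 0% = no-compound wells and -100% = no-enzyme wells; nearly all actives have a fitted effect of over 25% in size; some results filed as inactive show a strong effect at the top dose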
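20 mM phosphate pH 7.0 + 0.01% (detergent screen) or 0.0001% Triton X-100; 5.3 nM AmpC reagent; cpd preinc 15 min RT; nitrocefin (800 uM stock) to start; A480 q20 s × 4 min; Activity was normalised to no-enzyme and no-compound control wells.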
TbPYK inhibitor: blocks Trypanosoma brucei pyruvate kinase | Q57TT1 | TbPYK enzyme, Kinase-Glo Plus ATP luminescence, 45 min | Potency, µM (top dose mostly 76.8 µM), for inactives: top-dose activity, negative = inhibition, most hits filed as inhibitors | hit rate 0.12% among 410,000 | AID 624173; also: potency is read from the fitted curve at half-maximal effect; nearly all actives have a fitted effect of over 50% in size
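Activity of T. brucei pyruvate kinase was followed by Kinase-Glo Plus luminescence after the enzyme reacted 45 min at room temperature with 130 uM ADP (final) and substrate. Test compounds were added before ADP at multiple concentrations.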
Starred values were filed as active, the others as inactive; ? = inconclusive; . = not tested or not shown; + = active, no number; & = joins results of further samples; [ ] = another dose, or the depositor's remark. Unless noted, calls follow the shape of the dose curve; as a rule, active = well fitted curve in the direction sought with a large enough effect; inconclusive = small, poorly fitted or top-dose-only effect, or another doubt; inactive = no such curve, though single readings can be large; an effect the other way counts as inactive or inconclusive. Unless noted, % is scaled to controls: 0 for no effect and ±100 for the full control effect.

The line under a structure holds: AMA1-RON2 inh	AmpC detergent	TbPYK inhibitor	LmPK inhibitor	HCV inh	HCMV inh	AmpC inh no detg
O=C1/C(=C/c2cc([N+](=O)[O-])ccc2Cl)N2CCC1CC2
 : -7.8%	-5.0%	-8.4%	-1.8%	?	-28.0	-29.7%
COc1ccc(-c2cc(C3CCNCC3)[nH]n2)cc1
 : -5.6%	-3.2%	5.4%	2.9%	-11.3%	8.4	32.2%
O=C(O)c1cc2c(ccc3ccccc32)[nH]1
 : -12.9%	-8.6%	10.2%	0.6%	4.8%	35.2	-22.0%
COc1cccc2cc(C(=O)N3CC(C)OC(C)C3)c(=O)oc12 (stereo not drawn)
 : 12.8%	?	-1.2%	-4.6%	9.9%	21.0	-17.7%
CN(CCc1ccccc1)C(=O)c1ccc(NC(=O)Cc2cccc([N+](=O)[O-])c2)cc1
 : -8.6%	.	3.2%	.	-28.7%	-32.9	-23.0%
Cc1ccc(C)c(Cn2c(SCC(=O)NCc3ccccc3)nc3ccccc32)c1
 : .	9.7%	-1.1%	.	.	-20.1	.
CSc1ncccc1C(=O)N(C)CC(=O)Nc1ccc(Cl)c(C(F)(F)F)c1
 : 46.0%[activator]	1.7%	1.5%	-7.7%	-14.0%	19.9	13.3%
CCOC(=O)c1c(NC(=O)c2ccc(Cl)s2)sc(C)c1C
 : 14.5%	-6.8%	-11.5%	-1.0%	-10.4%	-1.0	-3.4%
Cc1ccc(S(=O)(=O)N(C)C)cc1NC(=O)CCc1c[nH]c2ccccc12
 : 2.9%	0.9%	3.6%	3.7%	-20.7%	6.9	-33.8%
COc1ccc(CNC(=O)Cn2nc3c(cc2=O)CCCC3)cc1
 : .	2.1%	-0.5%	.	.	?	.
CCCCn1c(N)c(N(CCOC)C(=O)c2cccc(S(=O)(=O)N3CCCCC3)c2)c(=O)[nH]c1=O
 : 3.3%	?	11.8%	.	9.9%	-10.3	-12.1%
CCC(NC(=O)C1CCCC1)c1ccc(C)cc1 (stereo not drawn)
 : 0.0%	-9.3%	-14.6%	0.4%	0.9%	-8.6	-14.7%
Cc1ccc(C)c(NC(=O)c2ccccc2O)c1
 : -12.5%	?	?	-1.7%	-15.0%	42.8	-31.1%
O=C(Nc1nnc2n1CCS2)c1ccc(Br)o1
 : 91.9%[activator]	-12.1%	3.7%	2.2%	28.4%	-7.9	-0.8%
Cc1cccc(Oc2ccc(NC(=O)c3ccccc3C(=O)O)cc2)c1
 : -10.9%	-4.6%	7.7%	1.5%	-16.1%	3.3	-19.9%
COc1ccc(Br)cc1CNC(=O)Cn1c(=O)c2cccn2c2ccc(F)cc21
 : .	21.8%	-1.0%	.	.	-27.6	.
C=CCOC(=O)N1CCC2CC1c1cc(-c3ccc(OC)cc3)ccc12 (stereo not drawn)
 : 11.6%	.	-0.8%	.	2.5%[8.37 µM]	?	.
COc1cc(C=O)ccc1OCCOCCOc1ccc(Cl)cc1
 : -7.3%	3.6%	-6.5%	7.0%	3.1%	7.9	20.5%
Cc1cc(C)n(-c2ccc(C(=O)NCC(=O)Nc3cc(Cl)ccc3Cl)cc2)n1
 : 0.0%	.	-4.6%	.	-6.1%	+	35.9%
COc1ccccc1NC(=O)C(C)OC(=O)c1nc2nc(C)cc(C)n2n1 (stereo not drawn)
 : 10.9%	-8.6%	-7.1%	.	-3.6%	-9.4	-11.4%
O=C(Nc1ccc(Cl)cc1)N1N=CCC1c1ccccc1 (stereo not drawn)
 : -8.2%	1.9%	8.3%	2.0%	-3.0%	3.5	-19.7%
COc1ccc(NC(=O)CCN2CCCC2)c(OC)c1
 : 86.0%[activator]	?	0.1%	5.3%	9.4%	51.3	-9.0%
CCN1CCN(c2nc(C)c3c(n2)CC(C)CC3=O)CC1 (stereo not drawn)
 : 0.1%	8.3%	4.7%	-1.4%	-8.5%	-18.0	-9.1%
CC(=O)OCC(=O)C1(O)CCC2C3CC(F)C4=CC(=O)CCC4(C)C3C(O)CC21C (stereo not drawn)
 : -9.3%	.	10.4%	.	16.7%	72.3	.
CC1CCCC(C)N1CC(O)COC1CCC(C(C)(C)C)CC1 (stereo not drawn)
 : 0.0%	-13.5%	-5.2%	-2.0%	12.6µM*	0.0	27.2%
Cn1nc(-c2ccccc2F)c2cc(C(=O)N3CCN(c4ccccc4F)CC3)sc21
 : .	-0.1%	0.0%	.	.	-27.5	.
CC1Cc2ccccc2N1CC(=O)Nc1ccc(S(=O)(=O)N(C)C)cc1 (stereo not drawn)
 : -0.2%	3.4%	-1.1%	4.0%	14.7%	5.9	-35.1%
COc1ccc(N2CCN(C3CCCN(Cc4cccc(OC)c4)C3)CC2)cc1 (stereo not drawn)
 : -2.6%	2.8%	-7.6%	-0.3%	-14.4%	47.1	2.4%
CN(C)CCNC(NC(=O)c1cccs1)C(Cl)(Cl)Cl (stereo not drawn)
 : 8.3%	-6.3%	0.4%	-1.6%	1.9%	-22.3	-22.1%
COC(=O)Cc1[nH]c(=O)[nH]c1C(=O)OC
 : 11.3%	-6.3%	5.6%	-0.3%	8.3%	15.0	-5.1%

The last 2 compounds of the part before open the next one:
The line under a structure holds: AMA1-RON2 inh	AmpC detergent	TbPYK inhibitor	LmPK inhibitor	HCV inh	HCMV inh	AmpC inh no detg
CN(C)CCNC(NC(=O)c1cccs1)C(Cl)(Cl)Cl (stereo not drawn)
 : 8.3%	-6.3%	0.4%	-1.6%	1.9%	-22.3	-22.1%
COC(=O)Cc1[nH]c(=O)[nH]c1C(=O)OC
 : 11.3%	-6.3%	5.6%	-0.3%	8.3%	15.0	-5.1%
CCN(CC(=O)Nc1ccccc1C(F)(F)F)C(=O)c1ccccc1Sc1ccccc1C#N
 : 13.1%	3.1%	0.0%	.	-3.0%	0.0	56.8%
CCc1ccc(C(=O)c2cn(CC(=O)Nc3cc(C)ccc3C)c3nc(C)ccc3c2=O)cc1
 : .	3.7%	-9.0%	.	.	13.2	.
COc1ccccc1CNC(=O)CCc1nc2ccccc2c(=O)[nH]1
 : 0.7%	-11.6%	-0.6%	-4.2%	-15.8%	15.6	-18.8%
COC(=O)c1ccc(CSCC(=O)Nc2cc(OC)cc(OC)c2)o1
 : 0.0%	-12.4%	-4.9%	2.0%	3.1%	1.4	-35.0%
CN1CCN(S(=O)(=O)c2cccc(C(=O)NCCOc3ccccc3F)c2)CC1
 : 64.5%[activator]	4.2%	-1.3%	-5.2%	3.5%	19.8	18.6%
CC1CCN(S(=O)(=O)c2ccc(C(=O)N3CCOCC3)cc2)CC1
 : 14.7%	-3.8%	0.5%	-9.1%	19.8%	9.6	0.3%
O=C(O)c1cc(-c2ccc(Cl)s2)nc2ccccc12
 : 8.8%	-8.1%	-15.1%	5.1%	14.6%	-2.2	-19.8%
O=C(NCCOc1ccccc1Cl)C(=O)Nc1ccccc1
 : -8.7%	-8.3%	15.0%	3.3%	1.1%	-27.0	-11.0%
Cc1ccc(S(=O)(=O)C2(C(=O)N3CCN(c4cc(C)ccc4C)CC3)CC2)cc1
 : -6.5%	1.9%	0.0%	-6.7%	?	-29.9	139.7%[activator]
Fc1ccc(/C=N/NC(=S)Nc2cccnc2)cc1
 : 73.0%[activator]	3.7%	3.3%	-0.6%	10.6%	-6.4	-46.1%
C=CCC(=O)N1CCCC(CNC(=O)c2ccc(-c3ccccc3)cc2)C1 (stereo not drawn)
 : -3.8%	1.1%	-0.6%	4.3%	?	?	56.8%
CC(C)[C@@H]1Cc2[nH][nH]c(=O)c2[C@H](C)O1
 : 1.5%	.	-1.8%	.	.	-1.7	.
Cc1cc(C)nc(OC(C(=O)O)C(OCCC(C)C)(c2ccccc2)c2ccccc2)n1 (stereo not drawn)
 : -1.4%	0.2%	-10.6%	-3.3%	-1.6%	-27.4	-17.4%
COc1ccc(C(CNC(=O)c2ccc(Cl)c(S(=O)(=O)N3CCCC3)c2)N2CCCC2)cc1 (stereo not drawn)
 : -0.2%	1.4%	0.0%	.	?	-32.3	43.0%
CCCn1c(NC(=O)CN2C(=O)NC3(CCCC3)C2=O)nc2ccccc21
 : 97.1%[activator]	?	-0.4%	.	2.6%	9.8	-21.8%
COc1ccc([C@H]2CC(=O)C=C(c3ccc(C(F)(F)F)c(C(F)(F)F)c3)C2)cc1OC
 : 0.0%	4.7%	3.7%	.	3.8%	24.6	-3.7%
CSCC(C)N1CCC(Oc2cccc(C(=O)NCc3ccccn3)c2)CC1 (stereo not drawn)
 : 16.0%	-11.6%	1.7%	-4.5%	9.9%	-19.3	-22.6%
CCOC(=O)C1CCN(Cc2ccc(F)c(F)c2)CC1
 : -23.8%	-1.0%	3.4%	-4.9%	15.7%	15.7	-5.9%
CC(Sc1nnnn1-c1cccc(F)c1)C(=O)NC1CCCC1 (stereo not drawn)
 : 16.7%	0.0%	4.7%	.	-2.3%	24.8	-22.8%
CCOc1cc(C2C(C(=O)OC)=CN(C3CCCC3)C=C2C(=O)OC)cc(Br)c1O
 : 6.0%	-15.3%	11.4%	-1.5%	?	-3.2	-12.2%
C[C@H](CO)N1C[C@H](C)[C@@H](CN(C)Cc2ccc(C(=O)O)cc2)Oc2ncc(-c3ccc(C(=O)N(C)C)cc3)cc2C1=O
 : 4.1%	.	2.3%	.	.	2.0	.
CCOc1cccc(/C=N/NC(=S)Nc2cc(S(=O)(=O)N3CCOCC3)ccc2N2CCOCC2)c1O
 : 36.4%[activator]	-6.8%	-9.0%	-0.2%	?	-79.4*	8.7%
CCOC(=O)c1c(NC(=O)c2ccc(Br)cc2)sc2c1CCCC2
 : .	-3.0%	-5.8%	.	.	-9.9	.
O=C(NCc1cccnc1)C(=O)Nc1nccs1
 : .	5.7%	.	-1.2%	.	.	-5.3%
COc1ccc(NC(=O)Cn2c(=O)c3cccn3c3ccccc32)cc1Cl
 : .	14.8%	0.6%	.	.	11.0	.
COc1ccc(C(=O)C(C)Sc2nnc(C3CC3)n2C2CC2)cc1 (stereo not drawn)
 : -9.4%	?	-1.0%	.	3.8%	0.0	-10.2%
Cc1ccc(CCNC(=O)c2sc3nc4n(c(=O)c3c2C)CCCC4)cc1
 : .	-7.3%	1.2%	.	.	-9.2	.
O=C(COC(=O)c1cccc(S(=O)(=O)N2CCc3ccccc32)c1)NC1CCS(=O)(=O)C1 (stereo not drawn)
 : 0.6%	?	27.1%	12.5%	8.0%	53.2	53.0%
Cc1csc(CNc2ncnc3ccc(-c4cccc(Cl)c4)cc23)c1
 : .	-10.2%	1.7%	.	.	-2.6	-28.4%&-15.9%
